# BAZ2B block = BAZ2B (human) inhibition; Q9UIF8; AlphaScreen BAZ2B-H3K14Ac peptide displacement; Potency, µM (doses to about 114 µM), inactives show at the top dose activity change, negative = inhibition, hits mostly inhibitors; 360,000 compounds, 4.4% hits; AID 504333; note: potency is the fitted concentration of half-maximal effect; % is set by controls: 0 for no effect and ±100 for the full control effect; nearly all actives have a fitted effect of over 60% in size
#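 In this displacement format the biotinylated H3(5-23) peptide acetylated at Lys14 serves as ligand at 50 nM, with BAZ2B at 50 nM in PBS pH 7.4 containing 0.01% Tween-20. Donor and acceptor beads are 10 ug/mL final.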
# JMJD2A Tudor inh = blocks the human JMJD2A Tudor domain | O75164 | AlphaScreen JMJD2A-Tudor / H3K4me3 peptide binding | Potency, µM (doses to about 114 µM), for the others: at the top dose activity change, negative = inhibition, hits mostly inhibitors | 390,000 compounds, 4.4% hits; note: potency is the fitted concentration of half-maximal effect; % is set by controls: 0 for no effect and ±100 for the full control effect; nearly all actives have a fitted effect of over 50% in size
# HP1b binding inh = inhibitors of HP1-beta chromodomain binding to methylated histone tails | P83916 | AlphaScreen HP1-beta / biotin-H3K9me3 peptide binding | Potency, µM (highest dose often 114 µM), for inactives: at the highest dose activity change, negative = inhibition, most hits filed as inhibitors | 390,000 compounds, 0.56% hits | AID 540317; note: potency is the fitted concentration of half-maximal effect; nearly all actives have a fitted effect of over 70% in size; inactives centre near 23
#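 AlphaScreen: HP1-beta (50 nM) preformed 30 min with biotin-H3(1-18)K9me3 peptide (50 nM) in PBS pH 7.4, 0.01% Tween-20. Compound added for 30 min at RT, then streptavidin donor/nickel chelate acceptor beads (10 ug/mL) for 30 min.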
# Pin1 inh = blocks the human prolyl isomerase Pin1; Pin1 FP peptide displacement, HiFluor488, 10 min; Potency, µM (series often up to 115 µM), for inactives: at the highest dose activity, negative = inhibition, hits mostly inhibitors; 390,000 compounds, 0.009% hits; AID 504891; active = well fitted inhibition curve with a large enough effect in the polarisation, with a control signal flat, not every such curve was filed as active; inconclusive = small, poorly fitted or top-dose-only effect, or effect the other way, or a change in a side signal; inactive = no such curve, though single readings can be large or run the other way; the % refers to the polarisation; note: potency is the fitted concentration of half-maximal effect; % is set by controls: 0 for no effect and ±100 for the full control effect
# Tb PGK inh = blocks T. brucei phosphoglycerate kinase | PGK/GAPDH coupled, Kinase-Glo luminescence, 60 min | 380,000 compounds, 0.043% hits | Potency, µM (highest dose often 57.5 µM), for the others: top-dose activity change, negative = inhibition, usual class: inhibitors | P07378 | AID 602233; note: potency is the fitted concentration of half-maximal effect; % is set by controls: 0 for no effect and ±100 for the full control effect; nearly all actives have a fitted effect of over 60% in size
#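 Luminescent ATP detection (Kinase-Glo Plus) follows a 60-minute room-temperature incubation, with wells lacking PGK as controls. Buffer: 100 mM TEA (pH 7.6), 5 mM MgCl2, 0.01% Tween-20. Coupling enzyme GAPDH (100 nM final) supplies unstable 1,3-BPG in-well.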
# G9a inh = inhibitors of human histone lysine methyltransferase G9a; Q96KQ7; G9a H3K9 monomethylation, AlphaScreen, 2 h; Potency, µM (highest dose often 102 µM), inactives show at the highest dose activity, negative = inhibition, hits mostly inhibitors; 350,000 compounds, 8.8% hits; AID 504332; note: potency is the fitted concentration of half-maximal effect; % is set by controls: 0 for no effect and ±100 for the full control effect; nearly all actives have a fitted effect of over 75% in size
#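 Chemiluminescent proximity detection of H3K9 monomethylation, read after 10 min bead incubation in the dark. Reaction: 20 nM G9a, 500 nM biotin-H3K9 peptide, 20 uM SAM cofactor, 2 h, room temperature, following 15 min enzyme-compound preincubation.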
# PI4K2A inh = PI4K2A (human) kinase inhibition; Q9BTU6; activity change, negative = inhibition, % at 76.9 µM; 420,000 compounds, 0.13% hits; AID 1346378; purified PI4K2A, ADP-Glo luminescence, 1 h; active compounds read low; in the data active = activity change below about -50%; inconclusive = mostly about -30% to -49%;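 note: -100% = wells without enzyme as full effect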
# Target sequence (Q9BTU6 whole entry, looked up): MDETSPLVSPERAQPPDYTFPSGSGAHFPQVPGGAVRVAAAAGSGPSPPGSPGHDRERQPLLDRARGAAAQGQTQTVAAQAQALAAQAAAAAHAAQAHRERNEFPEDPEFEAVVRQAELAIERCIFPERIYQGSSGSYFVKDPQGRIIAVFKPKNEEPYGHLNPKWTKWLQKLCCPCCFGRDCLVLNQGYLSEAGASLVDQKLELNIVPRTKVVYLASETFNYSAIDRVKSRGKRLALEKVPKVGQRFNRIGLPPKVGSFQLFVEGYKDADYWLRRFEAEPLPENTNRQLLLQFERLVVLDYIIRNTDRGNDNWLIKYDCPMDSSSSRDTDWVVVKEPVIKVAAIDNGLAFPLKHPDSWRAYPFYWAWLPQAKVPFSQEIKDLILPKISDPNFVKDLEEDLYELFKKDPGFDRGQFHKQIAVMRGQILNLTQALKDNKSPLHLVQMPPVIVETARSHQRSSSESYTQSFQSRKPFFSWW
#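 PI4K2A activity was measured by ADP-Glo luminescence: enzyme (4 ug/mL stock) and phosphatidylinositol (1.2 mM stock) in Tris pH 7.5/MgCl2/EGTA/Triton X-100 buffer were reacted with ATP (300 microM stock) for one hour at ambient temperature.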
# GLS inh = blocks human kidney-isoform glutaminase activity; AID 624170; Potency, µM (titrated, usually from 45.5 µM), for inactives: top-dose activity change, negative = inhibition, actives largely listed as inhibitors; GLS enzymatic activity, qHTS titration; 410,000 compounds, 0.21% hits; note: potency is the fitted concentration of half-maximal effect; % is set by controls: 0 for no effect and ±100 for the full control effect
#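 hKGA in 45 mM KH2PO4 pH 8.2, 0.02% Tween-20 with pin-transferred compounds; 1 mM L-glutamine (stock) plus glutamate oxidase/HRP/Amplex Red coupling added. Fluorescence read initially and after 30 min at RT.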
# ERG-DNA inh = inhibitors of human ERG Ets domain-DNA interaction; P11308; 370,000 compounds, 0.028% hits; fluorescence polarization, His-ERG Ets domain / labelled DNA; Potency, µM (doses to about 76.9 µM), without a hit: at the highest dose FP activity, negative = inhibition, usual class: inhibitors; AID 624246; active = well fitted inhibition curve with a large enough effect in the polarisation, with a control signal flat; inconclusive = small, poorly fitted or top-dose-only effect, or effect the other way, or a change in a side signal; inactive = no such curve, though single readings can be large or run the other way; the % refers to the polarisation;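 note: polarization taken with two DNA probes labelled with fluorescein and Texas red; potency is the fitted concentration of half-maximal effect; % of control where 0% means no effect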
# Target sequence (P11308 whole entry, looked up, the tested form may be a part): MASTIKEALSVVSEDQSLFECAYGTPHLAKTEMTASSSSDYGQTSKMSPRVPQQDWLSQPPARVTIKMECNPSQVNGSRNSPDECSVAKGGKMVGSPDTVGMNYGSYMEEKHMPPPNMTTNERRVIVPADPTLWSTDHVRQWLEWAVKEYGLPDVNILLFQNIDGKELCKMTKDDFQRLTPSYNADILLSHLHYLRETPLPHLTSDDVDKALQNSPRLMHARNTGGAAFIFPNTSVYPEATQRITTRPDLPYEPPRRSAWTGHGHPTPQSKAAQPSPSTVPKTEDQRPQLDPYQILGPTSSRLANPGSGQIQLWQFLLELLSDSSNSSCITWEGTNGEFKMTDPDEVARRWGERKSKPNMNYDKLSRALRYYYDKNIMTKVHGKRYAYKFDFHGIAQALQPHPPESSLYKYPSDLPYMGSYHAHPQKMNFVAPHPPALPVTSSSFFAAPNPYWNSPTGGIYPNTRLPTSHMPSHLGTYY
#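 His-tagged ERG Ets domain (1 uM in the protein solution; 300mM KCl, 50mM Tris-HCl, 1mM EDTA, 1mM DTT, pH 7.5) received compound, then a probe mix of 5 nM fluorescein-DNA and 100nM Texas-615-DNA. Fluorescence polarization was read for both dyes.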
# An asterisk follows results filed as active; i = inactive; ? = inconclusive; . = no result given; & = joins results of further samples; [ ] = dose if it differs, or a comment. Unless noted, calls come from the whole dose curve; as a rule, active = well fitted curve in the direction sought with a large enough effect; inconclusive = small, poorly fitted or top-dose-only effect, or another doubt; inactive = no such curve, though single readings can be large; an effect the other way counts as inactive or inconclusive.
# Fields – BAZ2B block	JMJD2A Tudor inh	HP1b binding inh	Pin1 inh	Tb PGK inh	G9a inh	PI4K2A inh	GLS inh	ERG-DNA inh
COc1ccc2c(c1)OC[C@H]1[C@H]2N2C(=O)c3cc(C)ccc3NC(=O)[C@@]2(C)[C@H]1c1ccccc1
→ .	?	-2%	4%	-1%	.	2	-1%	-9%
Nc1ccc2nc(SCC(=O)c3ccccc3)sc2c1
→ ?	-27%	10%	1%	-4%	45µM*	3	?	3%
CCOc1ccccc1NC(=O)c1c(NCc2ccc(C)o2)sc2c1CCCCC2
→ -19%	?	-14%	-3%	-1%	5µM*	-10	-4%	-1%
Cc1cccc(NC(=O)CN(C)S(=O)(=O)c2ccc3c(c2)n(C)c(=O)c(=O)n3C)c1C
→ -7%	-3%	44%[activator]	0%	9%	28%	0	0%	0%
CCN(C(=O)CSc1ncnc2c1cnn2-c1ccccc1)C1CCS(=O)(=O)C1 (centres undefined)
→ 15%	-7%	10%	0%	-2%	8%[0.501 µM]	-4	4%	-14%
CCc1ccccc1N1CC(C(=O)Nc2nccs2)CC1=O (centres undefined)
→ 8%	2%	6%	?	i	23%[59 µM]	-2	10%	9%
CN1CCN(C(=O)c2cc3ccccc3[nH]2)CC1
→ 9%	-6%	45%[activator]	2%	-8%	22%[0.501 µM]	-2	2%	0%
CCOC(=O)Cn1c(=O)n(CC2CCCO2)c2nc(-c3cccc(C)c3)nc(C(N)=O)c21 (centres undefined)
→ -14%	-1%	27%[57 µM]	3%	0%	0%[59 µM]	-2	2%	1%
O=C(c1ccccc1)c1ccc(O)c(O)c1O
→ .	25µM*	?	-21%	?	.	-2	10µM*	23%
COc1ccccc1NC(=O)COC(=O)Cc1c[nH]c2ccccc12
→ -26%	-26%	-3%	3%	-5%	-33%	5	5%	1%
CC(C)(C)C(=O)/C=C(N)/C=C/c1ccccc1
→ ?	?	-4%	-4%	-10%	?	6	-7%	-4%
COc1ccccc1CN1[C@@H](CC(=O)O)c2cc(F)ccc2S1(=O)=O
→ .	-13%	42%[activator]	7%	8%	.	4	2%	7%
COCCNC(=O)c1ccc(CS(=O)(=O)c2ccccc2)o1
→ -6%	-10%	20%	-1%	-3%	?	4	-6%	9%
CC(C)C[C@H]1CN([C@@H](Cc2ccc(O)cc2)CN2CCC[C@@H]2CN2C(=O)C(=O)NC[C@@H]2Cc2ccccc2)C(=O)C(=O)N1CC1CCCCC1
→ .	-27%	13%	-10%	i	.	2	21%	-6%
Clc1ccccc1N=C1NN=C(c2cccs2)CS1
→ .	-30%	14%	32%[activator]	-2%	89µM*	-8	6%	17%
Cc1ccc(S(=O)(=O)N(C)CC(=O)Nc2nc3ccccc3s2)cc1
→ -18%	-20%[57.1 µM]	49%[activator]	?	-4%	-32%[12.7 µM]	2	10%	-6%
CC1=C(C(=O)Nc2ccccc2)C(c2ccccn2)n2nc(CCCO)nc2N1 (centres undefined)
→ 14%	5%	38%	2%	i	?	6	3%	6%
CC(C)(C)NC(=O)C(=O)NN=C1CCCCCCCCCCC1
→ 8%	-21%	18%	0%	7%	89%[activator][59 µM]	-1	6%	-2%
O=C(CN1C(=O)C2(SCC(=O)N2c2ccc(F)c(F)c2)c2ccccc21)Nc1ccccc1F (centres undefined)
→ 8%[57.1 µM]	-17%	29%	5%	3%	-26%[59 µM]	-3	5%	0%
Cc1c(C)c2ccc(OC3CCCCC3=O)cc2oc1=O (centres undefined)
→ 2%	4%	32%	-12%	-5%	6%[12.7 µM]	-2	-6%	-2%
COc1ccc(Cc2nc(=S)[nH][nH]2)cc1Br
→ ?	-18%[57.1 µM]	?	-5%	7%	-118%	1	-4%	-1%
Cc1cc(NC(=O)c2sc(Nc3ccc(F)cc3)nc2N)no1
→ -26%	-21%	27%	-4%	-6%	5%	-3	-12%	-15%
COc1ccc(-n2nnnc2/C(=C/N(C)C)C(=O)c2ccccc2)cc1
→ -10%	-7%	2%	8%	-4%	-1%	4	2%	7%
C=CCn1c(SC(C)C#N)nc2sc(CC)cc2c1=O (centres undefined)
→ 10%	3%	37%	-4%	1%	20%	7	-1%	1%
COCCNC(=O)CCC(=O)NNc1nc2ccccc2c2nc(-c3ccccc3)nn12
→ 5%	-14%&-13%	24%&44%	2%&6%	4%&-10%	1%	-8&3	0%&5%	1%&2%
Cc1cc(NC(=O)c2ccno2)no1
→ -2%	5%	25%	-3%	-3%	37%	-2	4%	-6%
CC(=O)N1CC[n+]2c(-c3ccc(Cl)cc3)csc21
→ -33%	40µM*	16%	-11%	-5%	14µM*	-19	55%[activator]	3%
CCO/C=C1\C(=O)N(CC)c2ccccc21
→ -1%	-10%[57.1 µM]	76%[activator]	?	6%	15%[59 µM]	6	2%	-7%
O=C(NC1CCCCCCC1)c1cccc(Cl)c1
→ 15%	16%	51%[activator]	0%	i	40%	5	-11%	-8%
COc1ccc(C(=O)NNC(=O)c2ccccc2[N+](=O)[O-])cc1
→ 1%	-15%	10%	-2%	-13%	-6%[59 µM]	1	16%	6%
COc1ccccc1Nc1nnc(SCC(=O)c2cc(C)n(CC3CCCO3)c2C)s1 (centres undefined)
→ ?	?	-26%	9%	-3%	?	9	12%	-3%
C[C@H](CO)N1C[C@H](C)[C@@H](CN(C)S(=O)(=O)c2ccccc2)Oc2ccc(NC(=O)Nc3ccccc3)cc2C1=O
→ .	-32%	?	25%	6%	.	-1	14%	1%
COC(=O)c1c(-c2cccs2)csc1NC(=O)COc1ccccc1
→ ?	-28%	-8%	17%	.	1.8µM*	0	10%	-3%
Cc1ccn2c(CNC(C)CCn3cccn3)c(C(=O)N3CCCCCC3)nc2c1 (centres undefined)
→ -15%	-5%	24%	-7%	-7%	0%	0	0%	3%
COc1ccc(-c2nnn(CC(=O)N(Cc3ccccc3Cl)C(C(=O)NCC3CCCO3)c3ccco3)n2)cc1OC (centres undefined)
→ 4%	-32%	8%	7%	-3%	-16%[59 µM]	4	3%	-7%
CC(=O)OC1CC(C)(C)N(OC(=O)c2ccccc2)C(C)(C)C1
→ -6%	11%	24%	-2%	-2%	-8%[2.33 µM]	3	2%	2%
COc1ccccc1-c1nnc(SCC(=O)Nc2ccc(N3CCOCC3)cc2)n1N
→ .	-19%	5%	-18%	-13%	.	-5	-8%	-3%
Cc1nc2ncnn2c(N2CCCC(C(=O)Nc3ccccc3Br)C2)c1C (centres undefined)
→ 1%	-22%	-4%	-3%	i	-30%[59 µM]	2	-4%	5%
CN(C(=O)c1ccncc1)C1CCCCC1
→ -1%	-1%	30%	-3%	-6%	.	112	-2%	3%
O=c1cc(-c2ccncc2)oc2ccccc12
→ -7%	18%[11.4 µM]	-8%	0%	-1%	7%[59 µM]	19	-18%	-6%
CC(C)(O)C(=O)NN(C(=O)c1ccccc1)c1ccc2ccccc2c1
→ -22%	-1%	7%	-2%	-8%	12%	5	6%	3%
Cc1ccc2nc(N/C(=N/S(=O)(=O)c3ccc(F)cc3F)c3ccccc3)sc2c1
→ 5%	-8%	27%	-7%	-8%	-32%	3	0%	-11%
CC(C)(C)c1ccc(S(=O)(=O)NCC(=O)N2CCCC2)cc1
→ 1%	-10%	15%	-7%	-9%	-8%	0	2%	-1%
COCCNC(=O)c1cnn2c(C(F)F)cc(-c3ccccc3)nc12
→ -30%	-12%	14%	-2%	9%	-16%	0	5%	3%
O=C1c2cccc3cccc(c23)C(=O)N1CC1CCN(CC(O)COc2ccc3ccccc3c2)CC1 (centres undefined)
→ ?	13µM*	?	-3%	-10%	10µM*	5	-9%	-10%
C=CCN1CCN(C(c2ccccc2OC)c2nnnn2C(C)(C)C)CC1 (centres undefined)
→ ?	-14%[11.4 µM]	56%[activator]	0%	7%	-40%	2	13%	1%
COc1ccccc1Cn1c(-c2ccco2)nc2nc3ccccc3nc21
→ .	0%	21%	?	5%	.	0	1%	3%
CCCCNC(=O)Nc1ccccc1C(=O)NCc1ccco1
→ ?	-26%	-1%	-4%	.	?	-7	?	.
COc1ccc(N2CCN(C(CNC(=O)C(C)(C)C)c3ccco3)CC2)cc1 (centres undefined)
→ .	-10%[11.4 µM]	50%[activator]	-10%	2%	?	6	-6%	2%
CCOc1ncccc1C(=O)Nc1ccc(Cl)c(S(=O)(=O)N2CCCC2)c1
→ .	-2%	15%	6%	-5%	-1%	6	6%	-8%
CC(C)(Oc1ccc(Cl)cc1)C(=O)Nc1nc2ccc(S(C)(=O)=O)cc2s1
→ -4%[57.1 µM]	-31%	-10%	24%	?	11µM*	2	-1%	-12%
O=C(COC(=O)C1COc2ccccc2O1)Nc1ccccc1OC(F)F (centres undefined)
→ .	-16%	30%	0%	-8%	.	-2	5%	-5%
Cc1ccc(C(=O)N/C(=C\c2ccco2)C(=O)N2CCSCC2)cc1C
→ -8%	-19%	17%	2%	6%	.	2	9%	-5%
COc1ccccc1CNCCS(=O)(=O)NCc1ccccc1OC
→ .	-10%	43%[activator]	-1%	4%	.	-1	4%	5%
O=C1CC(C(=O)Nc2ccccc2C(=O)O)C(c2ccccc2)O1 (centres undefined)
→ 12%	-1%	38%	0%	i	?	0	-7%	4%
